# EPAC1 antagonist: blocks human EPAC1 exchange factor; O95398; EPAC1 GEF assay, Rap1b-BODIPY-GDP exchange fluorescence; Potency, µM (series often up to 115 µM), without a hit: at the highest dose activity change, negative = inhibition, most hits filed as inhibitors; 360,000 compounds, 0.14% hits; AID 720709;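 further: plate controls were vehicle for no effect and positive control for full effect; nearly all actives have a fitted effect of over 50% in size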
# TDP43 rescue: inhibitors of TDP-43 toxicity in yeast | TDP-43 expressing yeast growth rescue, BacTiter-Glo, 24 h | Potency, µM (top dose mostly 46.1 µM), for the others: at the highest dose growth rescue (activation), actives largely listed as activators | 410,000 compounds, 1.8% hits; further: % of control where 0% means no effect; nearly all actives have a fitted effect of over 50% in size
#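 Luminescence from BacTiter-Glo reports growth of TDP-43-expressing yeast after 24 hr at 30 deg C with compound. Cells were raffinose-pregrown to mid-log, then seeded in galactose medium at OD600=0.02.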
# EPAC2 ag: agonists of human EPAC2 (RAPGEF4) | AID 720711 | 360,000 compounds, 0.079% hits | Potency, µM (top dose mostly 154 µM), inactives show top-dose activation, usual class: activators | Q8WZA2 | EPAC2 activation, biochemical qHTS; response scale: 100% = 6.5 mM cAMP response; further: nearly all actives have a fitted effect of over 50% in size
#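 Readout is BODIPY fluorescence (480 nm excitation, 540 nm emission), which falls as labeled GDP is exchanged off Rap1B. EPAC2 at 100 nM acted on 250 nM RAP1B-BODIPY-GDP with 50 uM GDP present.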
# EPAC2 antag: blocks human EPAC2 exchange factor | 360,000 compounds, 0.18% hits | Potency, µM (doses to about 114 µM), for the others: at the top dose activity, negative = inhibition, actives largely listed as inhibitors | EPAC2 GEF exchange of Rap1B-BODIPY-GDP, fluorescence | Q8WZA2; further: on the % scale 0 is the no-effect control and ±100 the full control effect; nearly all actives have a fitted effect of over 45% in size; many of its hits are not listed in these tables
# aSyn rescue: rescues yeast growth from alpha-synuclein toxicity; Yeast expressing alpha-synuclein, growth rescue, BacTiter-Glo, 24 h; AID 652106; Potency, µM (highest dose often 46.1 µM), without a hit: at the highest dose growth rescue (activation), usual class: activators; 370,000 compounds, 0.14% hits; further: % of control where 0% means no effect; nearly all actives have a fitted effect of over 65% in size
#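 Rescue of yeast growth: cells expressing toxic alpha-synuclein, induced in galactose at OD600 0.02, incubated with compound 24 h at 30 C. ATP luminescence quantified growth; inhibitors of toxicity appear as activators.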
# FUS yeast rescue: FUS proteinopathy suppression in yeast | AID 1347120 | 390,000 compounds, 0.24% hits | Potency, µM (titrated, usually from 76.6 µM), inactives show at the highest dose growth rescue (activation), most hits filed as activators | S. cerevisiae FUS-expressing, growth rescue, OD600, 24 h;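 further: plate controls were DMSO vehicle for no effect and reference control for full effect; nearly all actives have a fitted effect of over 55% in size; some results filed as inactive show a strong effect at the top dose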
#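 Yeast expressing FUS under galactose induction, OD 0.005 in 2% galactose medium; compounds in a dilution series, 24 h at 30C. Growth rescue by absorbance at 600 nm; CP55940 positive control, DMSO negative.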
# PTHR1 agonist: PTHR1 (human) receptor agonism; HEK293 GP2 PTHR1 cells, GloSensor cAMP luminescence, 1 h; Q03431; 410,000 compounds, 0.075% hits; Potency, µM (doses to about 115 µM), for the others: at the top dose activation, actives largely listed as activators; further: nearly all actives have a fitted effect of over 55% in size; some results filed as inactive show a strong effect at the top dose; inactives centre near -15; many of its hits are not listed in these tables
# Target sequence (Q03431 whole entry, looked up): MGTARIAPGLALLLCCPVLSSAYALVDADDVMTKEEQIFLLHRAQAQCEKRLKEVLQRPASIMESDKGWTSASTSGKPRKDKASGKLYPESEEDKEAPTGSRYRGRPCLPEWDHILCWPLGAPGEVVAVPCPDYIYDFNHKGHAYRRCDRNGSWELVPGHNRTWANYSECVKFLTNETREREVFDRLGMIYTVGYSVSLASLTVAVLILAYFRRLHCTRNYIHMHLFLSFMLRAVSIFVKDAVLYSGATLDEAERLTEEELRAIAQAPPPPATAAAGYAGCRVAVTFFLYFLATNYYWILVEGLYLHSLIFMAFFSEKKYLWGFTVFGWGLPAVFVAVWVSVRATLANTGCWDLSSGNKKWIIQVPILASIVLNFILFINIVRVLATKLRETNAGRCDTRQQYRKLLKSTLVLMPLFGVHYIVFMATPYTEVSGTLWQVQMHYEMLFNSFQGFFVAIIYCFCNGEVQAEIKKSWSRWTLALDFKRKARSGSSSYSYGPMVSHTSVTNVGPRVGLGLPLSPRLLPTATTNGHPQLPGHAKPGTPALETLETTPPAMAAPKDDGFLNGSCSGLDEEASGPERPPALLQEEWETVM
#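 HEK-293-derived GP2 cells expressing PTHR1 and a GloSensor cAMP reporter, 3,000/well, plated overnight, given luciferin plus IBMX (each 0.5 mM as added) for 1 h at 37 °C, then compound for 1 h at 37 °C. Luminescence was read after 15 min at room temperature.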
# EPAC1 ag: agonists of human EPAC1; O95398; EPAC1 agonist qHTS, biochemical assay; response scale: 100% = response to 6.5 mM cAMP; Potency, µM (top dose mostly 154 µM), for the others: top-dose activation, most hits filed as activators; 360,000 compounds, 0.073% hits; further: nearly all actives have a fitted effect of over 60% in size
#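 Normalized to 6.5 mM cAMP, activity reflects EPAC1-catalysed release of BODIPY-GDP from Rap1B, followed kinetically over 30 min at 480 nm excitation, 540 nm emission. Reaction contained 100 nM EPAC1, 250 nM Rap1B-BODIPY-GDP, 50 uM GDP.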
# Numbers without * were called inactive; i = inactive; ? = inconclusive; / = not tested or not shown; [ ] = dose if it differs, or a comment. The call rests on the fitted dose curve; in most records, active means well fitted curve in the direction sought with a large enough effect; inconclusive means small, poorly fitted or top-dose-only effect, or another doubt; inactive means no such curve, though single readings can be large; an effect the other way counts as inactive or inconclusive. Potency means the concentration at half of the fitted maximal effect. An excerpt. The share of hits here may be higher or lower than overall.
SMILES,EPAC1 antagonist,TDP43 rescue,EPAC2 ag,EPAC2 antag,aSyn rescue,FUS yeast rescue,PTHR1 agonist,EPAC1 ag
Cc1ccccc1NC(=O)CSc1nc2ccccc2o1,2%,-10%,-2%,9%,7%,13%,-2%[57.5 µM],-3%
CCc1nnc(NC(=O)c2c(O)c3c([nH]c2=O)CCCC3)s1,0%,-28%,-10%,8%,6%,-7%,-1%[57.5 µM],-2%
O=C(NCc1ccccn1)c1cccc(NS(=O)(=O)c2ccc(Br)cc2)c1,12%,23%,5%,-30%,2%,12%,-50%[inhibitor],18%
O=C1Nc2ccccc2N(C(=O)c2ccc3ccccc3c2)C1c1nc2ccccc2[nH]1 (centres undefined),?,-7%,8%,-3%,-5%,39%,i,-7%
Cc1ccc(N(C(=O)Cn2nnc3ccccc32)C(C(=O)NCc2ccccc2)c2ccccn2)cc1 (centres undefined),-9%,16%,10%,0%,2%,/,-8%,-3%
N/C(=N\O)c1ccncc1,-9%,13%,8%,-4%,1%,-15%,-23%,6%
Cc1ccnc(NC(=O)c2cccc(NC(=O)CC3SC(N4CCCCC4)=NC3=O)c2)c1 (centres undefined),-4%,2%,4%,-6%,-4%,15%,4%,10%
COc1ccc2cc3cc(C(=O)Nc4ccc5c(c4)OCO5)oc3nc2c1,11%,-10%,5%,8%,-4%,19%,-28%,-10%
CCS(=O)(=O)N1CCC(C(=O)NC2CCCCC2)CC1,8%,-11%,18%,-13%,0%,-4%,-13%[57.5 µM],10%
CC(=O)NC(CCS(C)(=O)=O)C(=O)Nc1ccccc1 (centres undefined),24%,21%,24%,1%,-3%,-22%,i,8%
O=C(CCCn1c(SCC(=O)Nc2ccccc2Cl)nc2ccccc2c1=O)NCC1CCCO1 (centres undefined),?,-7%,12%,-10%,1%,18%,-21%,2%
N#CCCn1cc(C(=O)CN2C(=O)NC3(CCc4ccccc43)C2=O)c2ccccc21 (centres undefined),-15%,-1%,11%,9%,-1%,?,-22%,-8%
CCOc1cc(Br)cc(C(c2c(C(=O)O)[nH]c3ccccc23)c2c(C(=O)O)[nH]c3ccccc23)c1O,?,16%,-5%,-12%,1%,15%,-8%,0%
COc1cc(/C=C2\SC(=Nc3c(C)n(C)n(-c4ccccc4)c3=O)NC2=O)ccc1O,1%,4%,11%,17%,2%,/,-7%,-7%
CCc1noc(C)c1C(=O)Nc1nc2ccc(OC)cc2s1,-11%,-11%,17%,-18%,7%,20%,-1%,7%
Cc1sc2nc3n(c(=O)c2c1C)CCCS3,-3%,-4%,8%,8%,-10%,-16%,i,4%
O=C(NCCCNC(=O)c1ccccc1Cl)c1cnccn1,1%,-6%,5%,2%,-6%,3%,i,5%
CN(C)N1C(=O)CC(NNC(=O)c2ccncc2)C1=O (centres undefined),-20%,4%,-3%,15%,-13%,/,-15%,-6%
COc1ccccc1CNc1nc(=S)[nH]c2cc(OC)c(OC)cc12,-13%,1%,5%,-8%,2%,27%,-25%,10%
O=C(Nc1ccc2c(c1)OCO2)C1CCN(Cc2cnn(-c3ccccc3)c2-n2cccc2)CC1,15%,4%,1%,2%,0%,52%,-19%[57.5 µM],-9%
N#CCCN1CCN(S(=O)(=O)c2ccc(S(=O)(=O)NC3CC3)cc2)CC1,-9%,0%,10%,-17%,0%,-7%,1%,2%
Cc1c(OCC(=O)NC(Cc2c[nH]c3ccc(O)cc23)C(=O)O)ccc2c3c(c(=O)oc12)CCC3 (centres undefined),?,-9%,-1%,-1%,-3%,18%,i,-8%
Cc1cc(/C=N/NC(=O)c2ccncc2)c(C)n1-c1ccccc1,-4%,-17%,-8%,-12%,-2%,16%,-28%,-1%
C/C(Cc1ccccc1)=N\NC(=O)c1cc(C(C)(C)C)[nH]n1,5%,17%,-5%,11%,1%,17%,i,12%
Nc1ccccc1N1C(=O)c2cccc3cccc(c23)C1=O,0%,21%,6%,2%,1%,-5%,i,-10%

# Following part:
SMILES,EPAC1 antagonist,TDP43 rescue,EPAC2 ag,EPAC2 antag,aSyn rescue,FUS yeast rescue,PTHR1 agonist,EPAC1 ag
CCOC(=O)C1=C(C)NC(=O)NC1c1ccco1 (centres undefined),-3%,-11%,-9%,0%,?,-1%,i,3%
CCCCNC(=O)CC(NS(=O)(=O)c1ccc(C)cc1)c1ccco1 (centres undefined),9%,-9%,-6%,-2%,1%,19%,-7%[57.5 µM],-3%
NC(=O)C1CCN(C(=O)c2ccc(Oc3cc(Cl)cc(Cl)c3)o2)CC1,-11%,3%,7%,-5%,-3%,14%,-10%,-3%
N#Cc1ccsc1NC(=O)COC(=O)c1ccc(NC(N)=O)cc1,3%,-12%,4%,-5%,-2%,11%,-30%,7%
CCn1c(Cc2ccccc2)nnc1SCC(=O)NC(C)(C)C,7%,-16%,-3%,5%,-5%,8%,-13%[57.5 µM],-2%
O=C(CCC(=O)c1cccs1)NCC(=O)Nc1ccc(F)c(F)c1F,5%,1%,11%,-1%,-5%,7%,3%,9%
O=C1CCCc2nc(N3CCCCC3)sc21,-1%,25%,8%,5%,0%,-8%,-13%[57.5 µM],1%
Cc1ccc(S(=O)(=O)n2nc(-c3cccnc3)nc2N)cc1,3%,?,-7%,15%,-1%,0%,-4%[57.5 µM],-3%
CCCCN(CC)S(=O)(=O)c1ccc(C(=O)N=c2sc3cc(NC(C)=O)ccc3n2C)cc1,-19%,1%,-9%,1%,-7%,/,i,-5%
Cc1cnc(NC(=O)Nc2ccc(OCc3ccccc3)cc2)c(Br)c1,-1%,-11%,-2%,1%,-2%,-4%,-4%,17%
Nc1ccccc1C(=O)Nc1cccc2ccccc12,9%,14µM*,19%,-13%,-3%,-1%,-23%,19%
CCOC(=O)CSc1nnc2n(Cc3ccccc3)c(=O)c3c4c(sc3n12)CCC4,-14%,-3%,9%,2%,1%,7%,i,7%
COc1cccc(CNC(=O)CN2C(=O)CC(c3ccccc3)=Nc3ccccc32)c1,-22%,5%,6%,-5%,-3%,-10%,i,3%
Cc1ccc(C)c(Nc2nn3c(=O)c4ccc(C(=O)NCc5cccnc5)cc4nc3s2)c1,-2%,8%,-5%,-10%,5%,0%,-29%,-3%
COc1ccc(-c2oc3ccccc3c2C#CC(C)(C)O)cc1,-18%,?,-7%,-10%,0%,?,i,-4%
COc1cccc2cc(-c3cc(=O)oc4ccc(O)cc34)oc12,4%,1%,1%,0%,-6%,-8%,-1%,1%
CC1=C2C3OC(=O)C(C)C3CCC2(C)C=C(Cl)C1=O (centres undefined),-17%,28%,0%,-19%,5%,-8%,-7%,1%
C[C@H](CO)N1C[C@H](C)[C@@H](CN(C)C(=O)c2cc(-c3ccccc3)on2)OCc2cnnn2CCCC1=O,20%,12%,-4%,2%,-11%,6%,-29%,-3%
COc1cccc(CN2CC(C(=O)N3CCN(C(C)C)CC3)CCC2=O)c1 (centres undefined),-1%,-2%,9%,-2%,1%,/,i,-5%
C=C(C)C1CC=C(C)/C(=N/NC(=O)COc2ccc(C)cc2)C1 (centres undefined),10%,26%,-3%,5%,-9%,6%,-4%,-3%
COc1ccc(CCNC(=O)C2CCCN(c3ncnc4c3nc3n4CCCCC3)C2)c(OC)c1 (centres undefined),17%,28%,13%,-4%,5%,25%,i,2%
O=C(C1CCCCC1)N1C[C@@H](O)[C@H](n2cc(C3CC3)nn2)C[C@@H]1c1ccccc1,-18%,13%,8%,-7%,-1%,28%,-18%,5%
O=C(CCCCn1c(=O)c2ccccc2n(Cc2ccc(F)cc2)c1=O)NCc1ccco1,2%,10%,-5%,0%,2%,-6%,-2%,-8%
CNC(=O)CSc1nnc(-c2ccncc2)n1Cc1ccccc1,5%,-10%,1%,-9%,-1%,-4%,i,8%
Cc1ccc(C(=O)NC2CC3CCCC(C2)N3Cc2ccccc2)cc1 (centres undefined),4%,21%,1%,4%,24%,-7%,-5%,1%

# A second format for part of the listing above.
# Each structure is followed by: EPAC1 antagonist, TDP43 rescue, EPAC2 ag, EPAC2 antag, aSyn rescue, FUS yeast rescue, PTHR1 agonist, EPAC1 ag
CCOC(=O)C1=C(C)NC(=O)NC1c1ccco1 (centres undefined)
 : -3%, -11%, -9%, 0%, ?, -1%, i, 3%
CCCCNC(=O)CC(NS(=O)(=O)c1ccc(C)cc1)c1ccco1 (centres undefined)
 : 9%, -9%, -6%, -2%, 1%, 19%, -7%[57.5 µM], -3%
NC(=O)C1CCN(C(=O)c2ccc(Oc3cc(Cl)cc(Cl)c3)o2)CC1
 : -11%, 3%, 7%, -5%, -3%, 14%, -10%, -3%
N#Cc1ccsc1NC(=O)COC(=O)c1ccc(NC(N)=O)cc1
 : 3%, -12%, 4%, -5%, -2%, 11%, -30%, 7%
CCn1c(Cc2ccccc2)nnc1SCC(=O)NC(C)(C)C
 : 7%, -16%, -3%, 5%, -5%, 8%, -13%[57.5 µM], -2%
O=C(CCC(=O)c1cccs1)NCC(=O)Nc1ccc(F)c(F)c1F
 : 5%, 1%, 11%, -1%, -5%, 7%, 3%, 9%
O=C1CCCc2nc(N3CCCCC3)sc21
 : -1%, 25%, 8%, 5%, 0%, -8%, -13%[57.5 µM], 1%
Cc1ccc(S(=O)(=O)n2nc(-c3cccnc3)nc2N)cc1
 : 3%, ?, -7%, 15%, -1%, 0%, -4%[57.5 µM], -3%
CCCCN(CC)S(=O)(=O)c1ccc(C(=O)N=c2sc3cc(NC(C)=O)ccc3n2C)cc1
 : -19%, 1%, -9%, 1%, -7%, /, i, -5%
Cc1cnc(NC(=O)Nc2ccc(OCc3ccccc3)cc2)c(Br)c1
 : -1%, -11%, -2%, 1%, -2%, -4%, -4%, 17%
Nc1ccccc1C(=O)Nc1cccc2ccccc12
 : 9%, 14µM*, 19%, -13%, -3%, -1%, -23%, 19%
CCOC(=O)CSc1nnc2n(Cc3ccccc3)c(=O)c3c4c(sc3n12)CCC4
 : -14%, -3%, 9%, 2%, 1%, 7%, i, 7%
COc1cccc(CNC(=O)CN2C(=O)CC(c3ccccc3)=Nc3ccccc32)c1
 : -22%, 5%, 6%, -5%, -3%, -10%, i, 3%
Cc1ccc(C)c(Nc2nn3c(=O)c4ccc(C(=O)NCc5cccnc5)cc4nc3s2)c1
 : -2%, 8%, -5%, -10%, 5%, 0%, -29%, -3%

# Profiles, looked up by structure. Order of values: EPAC1 antagonist | TDP43 rescue | EPAC2 ag | EPAC2 antag | aSyn rescue | FUS yeast rescue | PTHR1 agonist | EPAC1 ag
# `Cc1ccc(C(=O)NC2CC3CCCC(C2)N3Cc2ccccc2)cc1` (centres undefined) is entered as 4% | 21% | 1% | 4% | 24% | -7% | -5% | 1%
# `Nc1ccccc1C(=O)Nc1cccc2ccccc12` is entered as 9% | 14µM* | 19% | -13% | -3% | -1% | -23% | 19%
